Assay outcomes: PubChem BioAssay, Sanford-Burnham Center for Chemical Genomics
tim10-1 inh: inhibits growth of tim10-1 mutant yeast; S. cerevisiae tim10-1 ts strain growth, BacTiter-Glo, 24 h; inhibition, % at 20 µM; 330,000 tested, 2.2% active; AID 463190;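 active means inhibition of at least 40%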;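 further: mutant grown at 25 °C; 0% = DMSO wells with yeast and 100% = wells holding no yeast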
UPR XBP1 act: activators of adaptive arm of unfolded protein response (XBP1) | activation, % at 20 µM | CHO-XBP1 luciferase reporter, IRE1-XBP1 UPR activation, luminescence; percent of tunicamycin response, DMSO as zero | 330,000 tested, 0.33% active | AID 463104;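 active means versus positive control, 20 µM dose yields 30% or more activation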;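 further: 100% = tunicamycin at 10 µg/mL and 0% = DMSO only wells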
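Assay system: CHO-XBP1 luciferase reporter cells; Schedule: 6 h treatment, 37 °C; Detection: glow luminescence from Steady-Glo reagent; Benchmarks: high control tunicamycin 10 µg/mL final, low control DMSO vehicle only.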
tim23-1 inh: inhibits growth of tim23-1 mutant yeast; 330,000 tested, 1.3% active; S. cerevisiae tim23-1 growth, BacTiter-Glo luminescence, 24 h; inhibition, % at 20 µM;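 active means growth inhibition of the mutant yeast at or above 50%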;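 further: temperature-sensitive mutant grown at 25 °C; plate controls were DMSO-treated mutant yeast for no effect and medium wells lacking yeast for full effect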
CXCR6 block: CXCR6 (human) receptor inhibition; CHO-K1 PathHunter CXCR6 beta-arrestin, luminescence; inhibition, % at 20 µM; 360,000 tested, 0.36% active; AID 602244; in the data active means inhibition above about 34%, passing the limit was not always enough;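 further: antagonist mode with CXCL16 agonist at 10 nM final; 0% = 10 nM CXCL16 with DMSO and 100% = unstimulated wells without agonist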
Target sequence (O00574 whole entry, looked up): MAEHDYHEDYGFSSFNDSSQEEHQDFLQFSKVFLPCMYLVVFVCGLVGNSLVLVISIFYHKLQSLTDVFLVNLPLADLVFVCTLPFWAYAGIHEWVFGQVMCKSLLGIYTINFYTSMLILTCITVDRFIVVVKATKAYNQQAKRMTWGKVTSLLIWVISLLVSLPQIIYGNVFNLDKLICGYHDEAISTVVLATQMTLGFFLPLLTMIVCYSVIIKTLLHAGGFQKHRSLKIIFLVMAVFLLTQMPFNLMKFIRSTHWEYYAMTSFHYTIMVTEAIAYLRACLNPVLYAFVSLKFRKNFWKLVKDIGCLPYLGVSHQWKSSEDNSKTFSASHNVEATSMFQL
Mdm2 MdmX PPI: disrupts the human Mdm2-MdmX interaction; O15151+Q00987; SaOS-2 split-luciferase Mdm2/MdmX complementation, luminescence; AID 485346; 330,000 tested, 3% active; inhibition, % at 8 µM;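 active means inhibition of at least 50% at 8 µM in the primary screen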
APJ agonist: agonists of human APJ apelin receptor; P35414; CHO-K1 APJ PathHunter beta-arrestin, luminescence; 0% DMSO wells, 100% apelin; activation, % at 20 µM; 330,000 tested, 0.11% active;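 active means activation more than six SD over the plate average, tested at 20 µM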;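 further: 0% = DMSO alone and 100% = apelin-13 at 10 nM; some results filed as inactive read as strong as hits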
Target sequence (P35414 whole entry, looked up): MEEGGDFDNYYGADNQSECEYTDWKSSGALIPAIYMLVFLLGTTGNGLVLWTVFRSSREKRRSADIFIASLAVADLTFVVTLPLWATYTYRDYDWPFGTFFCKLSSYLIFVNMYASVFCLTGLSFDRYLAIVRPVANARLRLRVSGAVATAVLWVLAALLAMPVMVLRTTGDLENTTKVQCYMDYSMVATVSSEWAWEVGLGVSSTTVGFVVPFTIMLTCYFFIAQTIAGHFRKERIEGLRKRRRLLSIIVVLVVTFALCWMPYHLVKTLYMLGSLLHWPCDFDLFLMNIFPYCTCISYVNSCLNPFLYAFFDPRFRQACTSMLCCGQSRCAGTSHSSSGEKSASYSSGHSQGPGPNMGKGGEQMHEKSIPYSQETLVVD
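Material: CHO-K1 APJ beta-arrestin complementation cell line; Input: cell density 1000 per well; Incubation: compound stimulation 90 min at 25 °C, detection 60 min; Signal: luminescence from split beta-galactosidase complementation, Galacton Star/Emerald II substrate; Controls: DMSO-only wells as negative, 10 nM Apelin-13 as positive control.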
APJ antag: APJ receptor antagonism; P35414; CHO-K1 APJ beta-arrestin complementation, luminescence; inhibition, % at 20 µM; 330,000 tested, 0.32% active;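 active means inhibition above about 40% at 20 µM, limit read from the data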;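 further: cells challenged with 10 nM apelin-13 agonist together with compound; plate controls were apelin-13 plus DMSO wells for no effect and DMSO wells lacking apelin-13 for full effect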
CHOP UPR activ: activators of apoptotic arm of unfolded protein response (CHOP); activation, % at 10 µM; CHO-CHOP luciferase reporter, UPR activation, luminescence; percent of tunicamycin response over DMSO baseline; 330,000 tested, 0.34% active;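 active means at 10 µM dose, activation of 40% or more, normalized to positive control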;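 further: 100% = tunicamycin at 10 µg/mL and 0% = DMSO alone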
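System: CHO CHOP reporter cells. Amount: 500 cells per well. Buffer or medium: F12 medium, 10% FBS. Compound dosing: one dose, 10 µM in 0.5% DMSO. Incubation: 6 h compound exposure at 37 °C after overnight seeding. Technique: Steady-Glo luciferase luminescence. Benchmarks: tunicamycin and DMSO controls.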
TIM10 inh: TIM10 yeast growth inhibition. S. cerevisiae TIM10 strain growth, BacTiter-Glo luminescence, 24 h. inhibition, % at 10 µM. 330,000 tested, 1.4% active;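 active means inhibition of 40% or more at the single tested concentration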;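 further: wild-type TIM10 isogenic control strain grown at permissive 25 °C; 0% = DMSO yeast wells and 100% = minimal medium wells without yeast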
Numbers without * were called inactive; / = not tested or not shown. The list is partial, so the mix of outcomes need not match the whole.

SMILES | tim10-1 inh | UPR XBP1 act | tim23-1 inh | CXCR6 block | Mdm2 MdmX PPI | APJ agonist | APJ antag | CHOP UPR activ | TIM10 inh
CN(CC(=O)N1CCN(c2ccccc2F)CC1)S(=O)(=O)c1cnc[nH]1 | -6.3 | -2.2 | -6.3 | -6.1 | 6.7 | 1.3 | -2.2 | 0.0 | 2.2
CCc1ccc2oc(-c3cc(N=Cc4cccc(OC)c4O)ccc3O)nc2c1 | 30.7 | -4.4 | 17.7 | / | -153.6 | 13.8 | -4.8 | -4.3 | 20.2
CCSc1nc(C)cc(Oc2ccc(=O)n(C)n2)n1 | 11.1 | -1.8 | 4.7 | 4.3 | 9.0 | -1.4 | 0.6 | 0.2 | -23.1
COc1ccc(CNC(=O)C2CCN(S(=O)(=O)c3ccccc3)CC2)cc1 | 1.2 | -1.0 | 2.9 | -5.7 | 11.2 | -8.0 | 7.5 | -0.6 | -0.5
O=C(NCCc1ccccc1)c1ccc2c(c1)OCO2 | -20.0 | -14.4 | -1.4 | -1.1 | 66.5* | 1.2 | 9.4 | -6.4 | 3.8
COc1ccc(C(CNC(=O)c2cc3c(s2)CCC(C)C3)N2CCOCC2)cc1 (stereo unspecified) | 37.8 | -2.9 | 36.0 | 11.8 | 11.4 | -1.7 | -38.0 | -0.6 | 20.7
CC1CCCN(C(=O)Cn2nnc(-c3ccc(S(C)(=O)=O)cc3)n2)C1 (stereo unspecified) | -6.0 | -0.8 | 9.9 | 8.5 | 9.5 | 1.3 | 5.3 | 3.0 | 2.9
CCC(C)Nc1nnc(SCC(=O)c2c(N)n(C3CC3)c(=O)[nH]c2=O)s1 (stereo unspecified) | -10.3 | -2.9 | -6.0 | 1.3 | -3.8 | -6.8 | 0.3 | 1.1 | -8.4
CCN(CC)CCn1c(NCc2cccc(OC)c2OC)nc2ccccc21 | -6.9 | -4.9 | 3.8 | -3.1 | 13.9 | -1.2 | 10.5 | 0.5 | 6.1
CC(OC(=O)C1CCCO1)C(=O)NC1CCCC1 (stereo unspecified) | 7.1 | 1.6 | -5.3 | -5.4 | -36.4 | -1.9 | 3.3 | -0.5 | -6.7
CN1/C(=C/C=C(C#N)C#N)C(C)(C)c2ccccc21 | 11.2 | 0.7 | 8.9 | -1.9 | 0.5 | 0.1 | 11.5 | 2.0 | 6.1
COc1ccc(CC(=O)O/N=C(\N)c2ccccc2)cc1OC | 12.6 | -1.2 | -0.7 | -6.6 | 7.3 | 0.9 | 7.0 | 1.5 | -3.2
Cc1cc(NC(=O)C2C3C(=O)N(CCC(C)C)C(C(=O)NCc4ccccc4)C34C=CC2(C)O4)no1 (stereo unspecified) | 16.0 | 0.0 | 7.7 | -3.1 | -19.6 | 0.3 | 7.5 | -1.0 | -12.8
COc1cccc(CN2CCc3ccc(NC(=O)CCc4ccc(C)cc4)cc3C2)c1O | 23.3 | -6.2 | 1.3 | -2.1 | 27.3 | -2.2 | 24.7 | 2.1 | -11.5
Cc1nc(NC(=O)COC(=O)c2cc3c(s2)CCC(C)C3)c(Cl)cc1Cl (stereo unspecified) | 17.9 | 0.4 | 6.5 | 3.1 | 7.1 | -4.5 | -0.4 | -1.6 | 7.2
CN(C(=O)c1ccc2c(=O)n3c(nc2c1)CCCCC3)c1ccccc1Cl | 8.3 | 1.9 | 25.7 | -1.8 | 2.9 | -2.8 | -17.3 | 3.1 | 2.6
C/C(=N\NC(N)=S)C1(C)CC2(CC(C)(C)OC2=O)C(=O)O1 (stereo unspecified) | 8.4 | 1.1 | 6.0 | -4.0 | -3.8 | -3.2 | -0.7 | -1.2 | -19.1
O=C(NC1CCN(Cc2ccccc2)CC1)c1ccc(Cn2c(=S)[nH]c3ccc(N4CCOCC4)cc3c2=O)cc1 | 9.0 | 0.5 | 10.4 | 19.9 | 18.2 | -1.5 | 0.1 | 5.3 | -9.3
CCOC(=O)C(NC(=O)Nc1ccc(F)cc1F)(Oc1ccccc1)C(F)(F)F (stereo unspecified) | 4.6 | 0.8 | 4.1 | -4.2 | -5.0 | 0.8 | 4.1 | -0.2 | 7.9
Cc1ccc(S(=O)(=O)Oc2ccc3ccc(O)cc3c2)cc1 | 22.3 | -4.1 | 31.7 | -20.8 | -26.8 | 2.7 | -24.8 | 2.6 | 15.2
CCN(CC(=O)Nc1cc(Cl)ccc1C)C(=O)c1ccc2c(c1)NC(=O)C(C)S2 (stereo unspecified) | -13.4 | -1.4 | -6.8 | 9.7 | 15.1 | -1.3 | 4.5 | 0.3 | -5.6
O=C(NCCCN1CCCCC1)C1CCCN(c2ncnc3c2nc2n3CCCCC2)C1 (stereo unspecified) | 19.3 | -1.0 | 9.4 | 4.6 | 7.2 | 2.6 | 8.9 | 1.8 | 6.0
O=C(CCC(=O)Nc1ccc(Br)cc1)N/N=C/c1ccc(O)cc1 | -18.9 | -2.9 | 11.8 | 0.8 | -9.8 | -4.0 | 6.4 | 1.0 | 7.2
C=CCNC(=S)N/N=C/c1ccc(OCc2ccccc2Cl)cc1 | 17.1 | -3.7 | 5.3 | 4.3 | 6.4 | 1.1 | 7.9 | 0.1 | -1.8
Cn1c(=O)n(C)c2cc(S(=O)(=O)NCCO)ccc21 | -3.8 | -1.5 | -12.5 | 0.4 | 21.8 | 0.0 | -1.0 | -1.2 | 1.2

3 entries picked at random from the list so far, as already listed:
SMILES | tim10-1 inh | UPR XBP1 act | tim23-1 inh | CXCR6 block | Mdm2 MdmX PPI | APJ agonist | APJ antag | CHOP UPR activ | TIM10 inh
CN(C(=O)c1ccc2c(=O)n3c(nc2c1)CCCCC3)c1ccccc1Cl | 8.3 | 1.9 | 25.7 | -1.8 | 2.9 | -2.8 | -17.3 | 3.1 | 2.6
C=CCNC(=S)N/N=C/c1ccc(OCc2ccccc2Cl)cc1 | 17.1 | -3.7 | 5.3 | 4.3 | 6.4 | 1.1 | 7.9 | 0.1 | -1.8
C/C(=N\NC(N)=S)C1(C)CC2(CC(C)(C)OC2=O)C(=O)O1 (stereo unspecified) | 8.4 | 1.1 | 6.0 | -4.0 | -3.8 | -3.2 | -0.7 | -1.2 | -19.1

More results
SMILES | tim10-1 inh | UPR XBP1 act | tim23-1 inh | CXCR6 block | Mdm2 MdmX PPI | APJ agonist | APJ antag | CHOP UPR activ | TIM10 inh
CS(=O)(=O)c1cccc(-c2nnc(NC(=O)c3ccc(S(=O)(=O)N4CCCC4)cc3)o2)c1 | 1.6 | -5.1 | 8.8 | 6.7 | -24.0 | -5.3 | -2.1 | 2.1 | 10.5
COc1ccc(S(=O)(=O)N2CCN(c3cnccn3)CC2)cc1OC | 15.4 | 1.6 | 20.5 | -5.7 | 3.6 | -3.9 | 5.2 | 1.1 | -0.5
CCOC(=O)c1ccccc1NC(=O)CSc1nnc(Cc2cccn2C)n1-c1ccc(F)cc1 | 33.4 | -0.3 | 39.5 | 13.0 | 42.1 | -3.7 | 18.2 | 1.6 | 29.2
O=C(CCCc1ccccc1)NCc1ccccn1 | -7.2 | -2.3 | 2.6 | 4.6 | 17.1 | -2.1 | 5.7 | 1.6 | -2.6
Cc1cccn2c(=O)c3cc(C(=O)NCC4CCCO4)c(=N)n(C4CCCCC4)c3nc12 (stereo unspecified) | -4.9 | 5.9 | 0.5 | 1.8 | 7.3 | -2.5 | 18.7 | 2.2 | 3.4
CC(=O)N/N=C\c1ccccc1OC/C=C/c1ccccc1 | 8.9 | -0.7 | 11.9 | -3.0 | -30.0 | 7.7 | 9.9 | 6.9 | 5.7
CCN(CC)c1ccc(C(=O)OCc2cc(=O)oc3cc(O)ccc23)cc1 | 9.9 | 78.2* | 0.7 | 1.4 | 36.3 | 4.7 | 2.5 | 54.1* | -5.9
COc1ccc(S(=O)(=O)/N=C2/NC(=O)/C(=C/c3ccco3)S2)cc1 | 4.4 | -1.8 | 21.0 | -13.7 | 6.2 | 0.5 | 5.8 | 5.0 | -14.3
CSc1nc2sc3c(c2c(=O)n1C)CCC3 | 20.1 | 0.2 | 18.0 | -0.6 | 28.2 | -0.1 | -5.8 | 2.3 | -2.8
N#CC(C#N)=C(N)/C(C#N)=C/c1cc(O)c(O)c(O)c1 | -12.0 | -8.6 | -6.8 | 54.7* | 4.9 | -7.4 | 56.8* | 0.5 | 8.1
COc1ccc(-c2nc3ccccc3c(=O)n2NC(=S)N(C)C)cc1 | -10.6 | -2.8 | 5.0 | -3.6 | -3.4 | -8.2 | -11.2 | 1.3 | -0.3
CCNc1nc(NC(C)(C)C)nc(N2CCCC2)n1 | 24.2 | -3.1 | 42.1 | -1.6 | 25.5 | 4.8 | -26.1 | -1.6 | -3.2
Cc1ccc(N2CC(=O)N(CC(=O)O)C2=O)cc1 | 5.1 | -0.8 | 4.9 | -3.1 | 18.2 | -1.7 | -2.7 | 1.7 | -14.7
COc1ccccc1/C=N/NC(=O)c1ccc(NC(=O)c2ccccc2Br)cc1 | -34.6 | -0.5 | 3.2 | -7.2 | 12.5 | -0.6 | -9.8 | -1.8 | -17.4
Cc1c(C(=O)Nc2ccc(Br)cc2)cnn1C | 10.8 | 3.2 | 5.9 | -2.1 | -15.9 | 2.0 | -7.5 | 6.0 | 6.9
CC(=O)Nc1ccc(NC(=O)Cn2cnc3c(nnn3Cc3ccc(F)cc3)c2=O)cc1 | 12.8 | 0.7 | -11.5 | 6.7 | -1.5 | -3.7 | 8.4 | 2.0 | 4.1
COCCn1c(=O)[nH]c2cc(C(=O)NCC3CCCO3)ccc2c1=O (stereo unspecified) | 3.2 | 0.0 | 1.7 | 0.2 | 27.9 | 4.1 | -18.3 | -0.3 | 0.9
CSc1nsc(/C=C/Nc2cccc(Cl)c2)c1C#N | 34.9 | 0.1 | 41.6 | 0.3 | 1.4 | -0.6 | 5.0 | 4.7 | 24.3
Cc1cc(OC(C)C(=O)Nc2cccnc2)ccc1Cl (stereo unspecified) | -10.3 | -0.7 | 3.1 | 1.9 | 15.9 | 1.8 | -8.8 | -0.9 | 2.5
O=C(CCc1nc(-c2ccccn2)no1)NCc1ccc2c(c1)OCO2 | -13.7 | -4.4 | 11.5 | -1.8 | 2.8 | -0.2 | -13.2 | 3.4 | 5.0
CC(C)(C)c1csc(NC(=O)Nc2ccccc2)n1 | 31.6 | 4.1 | 44.2 | -4.4 | -145.7 | 0.9 | -22.8 | 6.4 | 33.9
O=C(NCc1ccco1)c1ccc(Cl)c(S(=O)(=O)N2CCc3ccccc32)c1 | 31.0 | -3.6 | 33.5 | -2.3 | 11.5 | -1.3 | -0.4 | 0.0 | 7.8
COc1ccc(CCCCCCOCc2ccccc2)cc1 | -16.2 | -1.7 | -16.0 | -5.4 | 8.6 | -2.7 | 13.3 | 2.9 | -17.0
O=C(NNC(=O)C1[C@H]2CCCC[C@@H]12)Nc1cccc2ccccc12 (stereo partly specified) | 10.0 | -1.7 | 16.4 | 6.3 | 48.6 | 0.3 | 2.5 | 0.4 | 19.1
CCC(C)C(NS(=O)(=O)c1ccc(C)cc1)C(=O)NCCCN1CCOCC1 (stereo unspecified) | 14.7 | -0.7 | -4.1 | 2.7 | 15.0 | -5.3 | -6.6 | 2.4 | 0.2
